FXIIa inh – factor XIIa (human) inhibition; inhibition, % at 5 µM; 220,000 compounds, 0.3% hits; P00748; purified FXIIa, Boc-QGR-AMC fluorogenic substrate, 2 h; in the data active means inhibition above about 40%;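 further: 0% = enzyme with no compound and 100% = blank without enzyme; many of its hits are not listed in these tables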
hK5 inh – inhibitors of human kallikrein 5. inhibition, % at 5 µM. 210,000 compounds, 0.59% hits. AID 873. recombinant hK5, fluorogenic AMC substrate cleavage. Q9Y337;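 active means inhibition of 40% or more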;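 further: 0% = enzyme controls without compound and 100% = no-enzyme blanks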
Target sequence (Q9Y337 67-293 limits assumed): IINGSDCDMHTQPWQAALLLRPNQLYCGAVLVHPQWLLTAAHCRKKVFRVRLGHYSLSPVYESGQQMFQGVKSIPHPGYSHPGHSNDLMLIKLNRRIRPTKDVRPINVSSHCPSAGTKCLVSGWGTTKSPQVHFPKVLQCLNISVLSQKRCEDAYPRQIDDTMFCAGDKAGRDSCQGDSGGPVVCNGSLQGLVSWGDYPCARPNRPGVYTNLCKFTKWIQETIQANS
FXIa inh 1536 – factor XIa (human) inhibition. purified FXIa, Boc-Glu-Ala-Arg-AMC fluorogenic substrate. inhibition, % at 5 µM. 220,000 compounds, 0.14% hits. AID 798;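 active means inhibition of at least 40%; inactive means inhibition below 40%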;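 further: fluorescence of freed AMC excited at 355 nm; 0% = enzyme without compound and 100% = no enzyme blank; many of its hits are not listed in these tables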
Rad51 HR inh – blocks human Rad51 in homologous recombination. inhibition, % at 10 µM. AID 1385. hRad51 DNA strand exchange, fluorescence dequenching. 200,000 compounds, 0.085% hits. Q06609;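 active means inhibition above 40% at the single screening dose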;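 further: 0% = DMSO control wells and 100% = blanks with heterologous ssDNA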
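Test system – preformed human Rad51 ssDNA filaments · Reagent – Donor/quencher-labelled 47-bp dsDNA substrate · Incubation – 37 °C 15-min filament assembly, 30-min compound preincubation, 15-min exchange · Signal – FRET fluorescence dequenching, excitation 485 nm, emission 520 nm · Read-out – percent inhibition from fluorescence, normalised to plate control and blank means · Benchmarks – plate control and blank wells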
Calpain2 inh – inhibitors of pig calpain II. purified calpain II, fluorogenic peptide substrate, 30 min. inhibition, % at 16 µM. 220,000 compounds, 0.37% hits;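 active means inhibition above about 50%, limit read from the data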
Cl transport mod – modulates chloride dependent transport by human KCC2 | AID 1456 | Q9H2X9 | 190,000 compounds, 2.2% hits | B-score of Tl+ flux slope (higher = more flux/activation; lower = inhibition) at 10 µM | KCC2 cells, thallium flux FluoZin-2 fluorescence;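 active means thallium flux slope and its plate-corrected score both differing from the plate sample mean at a set confidence after two filtering rounds, in either direction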;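 further: slope of fluorescence scaled to starting intensity during 10 to 20 s after thallium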
Thrombin inh – blocks human thrombin protease activity. P00734. alpha-thrombin, Boc-VPR-AMC fluorogenic substrate cleavage. inhibition, % at 5 µM. 220,000 compounds, 0.26% hits. AID 1046;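 active means inhibition at or above 40%; inactive means inhibition below 40%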;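 further: 0% = enzyme with no compound and 100% = wells without enzyme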
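System: human alpha-thrombin protein; Compound dosing: one concentration per compound, 5 µM, with 0.2% DMSO; Timing: reaction at room temperature; Technique: AMC fluorescence, 355/460 nm; Controls: enzyme without compound as high, wells lacking enzyme as low.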
PERK inhibitor – inhibitors of human PERK kinase | Q9NZJ5 | CHO PERK-DD fusion, SEAP luminescence translation reporter | inhibition, % at 5.6 µM | 220,000 compounds, 0.17% hits | AID 1416;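 active means inhibition above the mean inhibition of all tested compounds plus 3 SD, set separately per screening campaign, cut at about 2.9% in these data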;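 further: PERK kinase domain activated by AP20187 dimerizer at 100 nM; 0% = DMSO with dimerizer and 100% = rapamycin at 8.4 µM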
Furin inhibitor – human furin inhibition; P09958; purified furin, fluorogenic substrate cleavage; inhibition, % at 30 µM; 220,000 compounds, 0.061% hits; AID 463115; in the data active means inhibition above about 25%; further: inactives centre near -15
Target sequence (P09958 108-714 limits assumed): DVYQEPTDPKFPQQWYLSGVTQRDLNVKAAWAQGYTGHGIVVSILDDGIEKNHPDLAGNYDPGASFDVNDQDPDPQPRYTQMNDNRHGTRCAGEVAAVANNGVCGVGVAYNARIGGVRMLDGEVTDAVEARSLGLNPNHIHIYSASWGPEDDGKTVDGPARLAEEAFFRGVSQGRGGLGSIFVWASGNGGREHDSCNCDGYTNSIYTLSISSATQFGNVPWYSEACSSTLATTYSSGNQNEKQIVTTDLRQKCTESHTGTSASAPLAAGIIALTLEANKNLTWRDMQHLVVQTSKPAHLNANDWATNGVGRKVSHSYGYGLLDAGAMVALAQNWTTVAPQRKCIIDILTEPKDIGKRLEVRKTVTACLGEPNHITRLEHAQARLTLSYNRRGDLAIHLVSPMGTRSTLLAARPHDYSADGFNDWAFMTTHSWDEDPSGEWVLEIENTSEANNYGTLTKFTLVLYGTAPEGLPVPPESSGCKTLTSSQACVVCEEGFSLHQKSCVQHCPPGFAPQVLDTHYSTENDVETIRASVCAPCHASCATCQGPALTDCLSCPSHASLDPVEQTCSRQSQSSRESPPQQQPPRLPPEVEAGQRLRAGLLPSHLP
Starred values were filed as active, the others as inactive; [ ] = dose if it differs, or a comment. Some of the compounds tested, so the mix of outcomes need not match the whole.

Results for NC(=S)N/N=C/c1cc([N+](=O)[O-])ccc1OCCOc1ccccc1 ?
FXIIa inh: 14; hK5 inh: -11; FXIa inh 1536: 2; Rad51 HR inh: -10; Calpain2 inh: -11; Cl transport mod: 0.42; Thrombin inh: 3; PERK inhibitor: -0.6; Furin inhibitor: -19[20 µM]

What do the screens show for `Cn1c(NC(=O)c2ccc3c(c2)OCO3)cc(=O)n(C)c1=O`?
FXIIa inh: 11; hK5 inh: -5; FXIa inh 1536: -6; Rad51 HR inh: 3; Calpain2 inh: 0; Cl transport mod: 0.82; Thrombin inh: -4; PERK inhibitor: 0.1; Furin inhibitor: -19

What do the screens show for `CCOC(=O)N1CCC(=NNc2nc3ccccc3s2)CC1`?
FXIIa inh: 7; hK5 inh: -2; FXIa inh 1536: -7; Rad51 HR inh: 5; Calpain2 inh: 11; Cl transport mod: -0.0046; Thrombin inh: -1; PERK inhibitor: -0.4; Furin inhibitor: -11

Results for COc1ccc2oc(C(=O)Nc3nc4ccccc4[nH]3)c(C)c2c1 ?
FXIIa inh: 8; hK5 inh: -9; FXIa inh 1536: 3; Rad51 HR inh: 20; Calpain2 inh: -13; Cl transport mod: 0.2; Thrombin inh: 0; PERK inhibitor: 0.7; Furin inhibitor: 4

What do the screens show for `O=C1C2C3CCC(C3)C2C(=O)N1c1ccc(OS(=O)(=O)c2ccccc2)cc1` (stereo unspecified)?
FXIIa inh: 0; hK5 inh: -15; FXIa inh 1536: -1; Rad51 HR inh: 11; Calpain2 inh: -13; Cl transport mod: 1.6; Thrombin inh: 3; PERK inhibitor: 1.0; Furin inhibitor: -31

Results for O=S(=O)(Nc1nc2ccccc2nc1N1CCN(c2ccccn2)CC1)c1ccc(Cl)cc1 ?
FXIIa inh: -21; hK5 inh: 0; FXIa inh 1536: -16; Rad51 HR inh: -11; Calpain2 inh: 24; Cl transport mod: -3.1*; Thrombin inh: -4; PERK inhibitor: 0.0; Furin inhibitor: -6[20 µM]

What do the screens show for `COC(=O)C1=C(C(=O)OC)[C@@H]2N(C)c3ccc(OC)cc3[C@@]23C[C@@H](C(=O)OC)N(C(=O)C2CCC2)C3=N1`?
FXIIa inh: 8; hK5 inh: -2; FXIa inh 1536: 2; Rad51 HR inh: 10; Calpain2 inh: -7; Cl transport mod: -0.97; Thrombin inh: 0; Furin inhibitor: -13

Results for Cc1ccc2nc(-c3ccc(S(=O)(=O)N4CCCCC4)cc3)cn2c1 ?
FXIIa inh: 4; hK5 inh: -6; FXIa inh 1536: -3; Rad51 HR inh: 17; Calpain2 inh: -445; Cl transport mod: -0.18; Thrombin inh: -13; PERK inhibitor: 0.7; Furin inhibitor: -15

How did CCC(Sc1nc(N)c(NC(=O)c2ccc(OC)cc2)c(=O)[nH]1)C(=O)O (stereo unspecified) do in these assays?
FXIIa inh: 3; hK5 inh: -1; FXIa inh 1536: -4; Rad51 HR inh: 0; Calpain2 inh: -12; Cl transport mod: 0.17; Thrombin inh: -7; PERK inhibitor: 0.6; Furin inhibitor: -22

How did Cn1c(=O)c2c(nc(OCCc3ccccc3)n2C)n(C)c1=O do in these assays?
FXIIa inh: 5; hK5 inh: 5; FXIa inh 1536: 7; Rad51 HR inh: 2; Calpain2 inh: 8; Cl transport mod: -1.5; Thrombin inh: -2; PERK inhibitor: 0.6; Furin inhibitor: -27

What do the screens show for `O=C(NCc1ccccc1F)c1cccs1`?
FXIIa inh: -3; hK5 inh: -10; FXIa inh 1536: 1; Rad51 HR inh: -1; Calpain2 inh: -2; Cl transport mod: -0.04; Thrombin inh: 3; PERK inhibitor: 0.6; Furin inhibitor: -9[20 µM]

How did O=C(O)Cc1ccc(NC(=O)c2cnccn2)cc1 do in these assays?
FXIIa inh: -2; hK5 inh: -13; FXIa inh 1536: -8; Rad51 HR inh: 9; Calpain2 inh: -1; Cl transport mod: 1; Thrombin inh: -2; PERK inhibitor: 0.0; Furin inhibitor: -18

Results for Cc1cc(C)cc(OCC(=O)NCCN2CCOCC2)c1 ?
FXIIa inh: 6; hK5 inh: -4; FXIa inh 1536: 4; Rad51 HR inh: -3; Calpain2 inh: -28; Thrombin inh: 1; PERK inhibitor: 0.6; Furin inhibitor: -6

Results for NNC(=O)CCn1nnc2ccccc21 ?
FXIIa inh: -1; hK5 inh: -1; FXIa inh 1536: 5; Rad51 HR inh: -33; Calpain2 inh: 8; Cl transport mod: 0.46; Thrombin inh: -4; PERK inhibitor: 2.2; Furin inhibitor: -11

Results for COc1ccc(C2CCCN2C(=O)c2cccs2)cc1 (stereo unspecified) ?
FXIIa inh: 7; hK5 inh: -8; FXIa inh 1536: 1; Rad51 HR inh: 4; Calpain2 inh: 8; Cl transport mod: -0.033; Thrombin inh: -2; PERK inhibitor: -0.1; Furin inhibitor: -25

What do the screens show for `COc1ccccc1Nc1nc(N)nc(CSC(=S)N2CCN(c3ccccc3)CC2)n1`?
FXIIa inh: 8; hK5 inh: 4; FXIa inh 1536: 1; Calpain2 inh: -9; Cl transport mod: -0.16; Thrombin inh: 2; PERK inhibitor: 0.3; Furin inhibitor: -10

What do the screens show for `COC(=O)CSc1nnc(C)c(=O)[nH]1`?
FXIIa inh: 4; hK5 inh: -3; FXIa inh 1536: -4; Rad51 HR inh: -4; Calpain2 inh: -1; Cl transport mod: 0.027; Thrombin inh: -4; PERK inhibitor: 0.4; Furin inhibitor: -19[20 µM]

Results for Cc1nc2nc(C)c(CCC(=O)NCc3ccc4c(c3)OCO4)c(C)n2n1 ?
FXIIa inh: 13; hK5 inh: -22; FXIa inh 1536: 0; Rad51 HR inh: 0; Calpain2 inh: 24; Cl transport mod: 1; Thrombin inh: 0; PERK inhibitor: -0.3; Furin inhibitor: -28

How did CCN(c1cccc(C)c1)S(=O)(=O)c1ccc2[nH]c(=O)c(=O)[nH]c2c1 do in these assays?
FXIIa inh: 32; hK5 inh: 25; FXIa inh 1536: 22; Calpain2 inh: 18; Thrombin inh: 35; PERK inhibitor: 1.1; Furin inhibitor: -5[20 µM]

How did CN1CCCN(Cc2ccc(Cl)cc2Cl)CC1 do in these assays?
FXIIa inh: 11; hK5 inh: -8; FXIa inh 1536: 4; Rad51 HR inh: 15; Calpain2 inh: -12; Cl transport mod: -0.063; Thrombin inh: -6; PERK inhibitor: -0.2; Furin inhibitor: -6[20 µM]

Results for CC(=O)c1c(C)nc(C)nc1NC(=O)C(C)C ?
FXIIa inh: 14; hK5 inh: 1; FXIa inh 1536: 0; Rad51 HR inh: 0; Calpain2 inh: -16; Thrombin inh: -2; PERK inhibitor: 0.9; Furin inhibitor: -21[20 µM]

How did CCOC(=O)c1c(N)sc(C(O)(C(F)(F)F)C(F)(F)F)c1-c1ccc(F)cc1 do in these assays?
FXIIa inh: 21; hK5 inh: 1; FXIa inh 1536: 12; Rad51 HR inh: -5; Calpain2 inh: 14; Cl transport mod: 0.053; Thrombin inh: 6; PERK inhibitor: 0.2; Furin inhibitor: 0[20 µM]

How did CC1CCCCN1C(=O)NC12CC3CC(CC(C3)C1)C2 (stereo unspecified) do in these assays?
FXIIa inh: 8; hK5 inh: -10; FXIa inh 1536: -3; Rad51 HR inh: 1; Calpain2 inh: 7; Thrombin inh: 2; PERK inhibitor: 1.8; Furin inhibitor: -18[20 µM]

Results for CC1(OC(=O)CCc2ccccc2)C(=O)C=C2C=C(c3ccc(C#N)cc3)N(CCc3c[nH]c4ccccc34)C=C2C1=O (stereo unspecified) ?
FXIIa inh: 5; hK5 inh: 1; FXIa inh 1536: -1; Rad51 HR inh: 2; Calpain2 inh: -92; Cl transport mod: 0.16; Thrombin inh: -4; Furin inhibitor: -26

How did Cn1cnnc1Sc1ccc(C(=O)NCCC23CC4CC(CC(C4)C2)C3)cc1[N+](=O)[O-] do in these assays?
FXIIa inh: 10; hK5 inh: 3; FXIa inh 1536: 2; Rad51 HR inh: 6; Calpain2 inh: -30; Cl transport mod: -0.66; Thrombin inh: -11; PERK inhibitor: 0.6; Furin inhibitor: -8

How did O=C(Nc1nc2c(s1)CCCC2)c1cccc(S(=O)(=O)N2CCCc3ccccc32)c1 do in these assays?
FXIIa inh: 7; hK5 inh: -6; FXIa inh 1536: 7; Rad51 HR inh: -4; Calpain2 inh: -14; Cl transport mod: -0.9; Thrombin inh: -1; PERK inhibitor: -0.4; Furin inhibitor: -8

What do the screens show for `CCOC(=O)c1c(-c2cccc(C)c2)csc1NC(=O)C1CC=CCC1C(=O)O` (stereo unspecified)?
FXIIa inh: 4; hK5 inh: -4; FXIa inh 1536: -6; Rad51 HR inh: 3; Calpain2 inh: -44; Cl transport mod: -0.14; Thrombin inh: -5; PERK inhibitor: 0.5; Furin inhibitor: -13[20 µM]

Results for CCOC(=O)N1CCC(n2c(SCC(=O)N3CCCC3)nc3ccccc3c2=O)CC1 ?
FXIIa inh: 17; hK5 inh: -3; FXIa inh 1536: 3; Rad51 HR inh: -5; Calpain2 inh: -32; Cl transport mod: 0.47; Thrombin inh: 3; PERK inhibitor: -0.6; Furin inhibitor: -22[20 µM]

How did O=C(CCC(=O)OCCCC(F)(F)C(F)(F)F)Nc1ccccc1 do in these assays?
FXIIa inh: 16; hK5 inh: -12; FXIa inh 1536: 5; Rad51 HR inh: -7; Calpain2 inh: -18; Cl transport mod: 0.81; Thrombin inh: 3; PERK inhibitor: 0.5; Furin inhibitor: -19

What do the screens show for `O=C1CNC(=O)/C(=C/c2ccco2)N1`?
FXIIa inh: 1; hK5 inh: -4; FXIa inh 1536: -3; Rad51 HR inh: -1; Calpain2 inh: 6; Cl transport mod: -0.038; Thrombin inh: -19; PERK inhibitor: 0.1; Furin inhibitor: -3

Results for Cc1cc(C(=O)c2cccs2)c(N)s1 ?
FXIIa inh: -1; hK5 inh: -1; FXIa inh 1536: 2; Rad51 HR inh: -13; Calpain2 inh: 8; Cl transport mod: -0.23; Thrombin inh: -1; PERK inhibitor: -0.2; Furin inhibitor: -16

What do the screens show for `Cn1nc(-c2ccc(N3CCOCC3)c(NS(=O)(=O)c3ccccc3)c2)c2ccccc2c1=O`?
FXIIa inh: 8; hK5 inh: -13; FXIa inh 1536: -10; Rad51 HR inh: 2; Calpain2 inh: 6; Thrombin inh: 0; PERK inhibitor: -0.5; Furin inhibitor: -13[20 µM]

What do the screens show for `O=C(COc1ccc2oc3c(c2c1)CCCC3)Nc1ccccn1`?
FXIIa inh: 19; hK5 inh: 0; FXIa inh 1536: 4; Rad51 HR inh: -6; Calpain2 inh: -3; Thrombin inh: 5; PERK inhibitor: 1.5; Furin inhibitor: -6[20 µM]

How did Cc1ccc(S(=O)(=O)N(C)C)cc1-n1c(SCC(=O)Nc2ccccc2)nc2ccccc2c1=O do in these assays?
FXIIa inh: 26; hK5 inh: -24; FXIa inh 1536: 20; Rad51 HR inh: 1; Calpain2 inh: -63; Cl transport mod: -1.5; Thrombin inh: 0; PERK inhibitor: -0.2; Furin inhibitor: -11

How did Cn1c(C(=O)O)c(CC(=O)Nc2ccc3c(c2)OCCO3)c2ccccc21 do in these assays?
FXIIa inh: 12; hK5 inh: -23; FXIa inh 1536: 3; Rad51 HR inh: -3; Calpain2 inh: 3; Cl transport mod: 0.77; Thrombin inh: 0; PERK inhibitor: 0.0; Furin inhibitor: -11[20 µM]

Source: PubChem
